Screens as filed in PubChem.
Cav32 inh – inhibitors of human Cav3.2 T-type calcium channel. Cav3.2-expressing cells, Fluo-4 calcium fluorescence FDSS; hits give low values. B-score at 10 µM. 100,000 compounds, 4% hits. AID 449739. O95180;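 active means single-dose well whose peak fluorescence ratio is a statistical outlier from its plate by either plate-standardised score or position-corrected B-score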
An asterisk follows results filed as active. Some of the compounds tested, so the mix of outcomes need not match the whole.

SMILES | Cav32 inh
CCOC(=O)c1[nH]c2c(c1C)C(=O)CC(c1ccc(OCC)c(OC)c1)C2 (stereo unspecified) | 0.97
COc1ccc(-c2onc(C)c2-c2ccc(C(=O)OC(C)C)o2)c(O)c1 | -5.2*
BrC(/C=N/Nc1nc(N2CCOCC2)nc(N2CCOCC2)n1)=C/c1ccccc1 | 0.2
CC(=O)NS(=O)(=O)c1ccc(NC(=O)C(Sc2ccccc2)c2ccccc2)cc1 (stereo unspecified) | 0.42
CCOc1ccccc1C(=O)NC(C(=O)OCC(=O)Nc1nnc(-c2ccccc2)o1)C(C)C (stereo unspecified) | -3.4
COc1cc(O)oc1C=Nc1ccc(Oc2ccccc2)cc1 | -0.015
Cc1ccc(-c2cc(C(=O)Nc3ccc(S(=O)(=O)Nc4cc(C)on4)cc3)c3ccccc3n2)c(C)c1 | -1.1
Cc1nn(C)c(C)c1/C=C/C(=O)c1ccccc1 | -0.67
CCN(CC(=O)Nc1cccc(OC)c1)C(=O)c1ccc(C)s1 | 0.98
CN1CCN(c2ccc(NC(=O)COc3ccc(Cl)cc3Cl)cc2)CC1 | 1.1
COc1ccc(S(=O)(=O)NCc2csc(-c3cccnc3)n2)cc1 | -0.041
CCOC(=O)N1CCN(C(=O)c2ccc(Cl)c(S(=O)(=O)N3CCOCC3)c2)CC1 | 1.2
Nc1nnc(SCC(=O)N2CCN(c3ccccc3)CC2)n1-c1ccccc1 | 0.4
N#Cc1ccc(C23CC4(C2)[C@H](CN(CC2CCCCC2)[C@@H]4c2ccccc2)C3c2ccccc2)cc1 (stereo partly specified) | -0.24
O=C(Nc1ccccc1F)C1CCN(C(=O)Cc2ccccc2)CC1 | 1.8
Cc1nn2c(c1-c1ccc(Cl)cc1)N=C(c1ccco1)CC2c1ccccc1 (stereo unspecified) | -2.8
COc1cc(C2NC(=O)N(C)C3=C2C(=O)CCC3)cc(OC)c1OC (stereo unspecified) | -0.52
COc1ccc(-c2nsc3c(N4CCN(C(=O)c5ccco5)CC4)ncnc23)cc1 | 2.9
CCN(CC)C(=O)CSc1nnc(CNc2ccc(F)cc2)o1 | 0.4
COc1cc(/C=C(/C#N)c2ccc(C)cc2)ccc1Oc1ccc([N+](=O)[O-])cn1 | -2.5

Printed as active in Cav32 inh, among the entries above:
SMILES | Cav32 inh
COc1ccc(-c2onc(C)c2-c2ccc(C(=O)OC(C)C)o2)c(O)c1 | -5.2*

A draw from above in order of length of the SMILES, low to high:
SMILES | Cav32 inh
Cc1nn(C)c(C)c1/C=C/C(=O)c1ccccc1 | -0.67
CCN(CC)C(=O)CSc1nnc(CNc2ccc(F)cc2)o1 | 0.4
O=C(Nc1ccccc1F)C1CCN(C(=O)Cc2ccccc2)CC1 | 1.8
COc1cc(/C=C(/C#N)c2ccc(C)cc2)ccc1Oc1ccc([N+](=O)[O-])cn1 | -2.5

(next part)
SMILES | Cav32 inh
O=S1(=O)NC(=NCc2ccco2)c2ccccc21 | 0.42
COc1ccc(S(=O)(=O)Cc2ccc(C(=O)N3CCN(c4ccccc4F)CC3)o2)cc1 | -0.54
Cc1ccc(-c2nc3n(n2)Cc2ccccc2-3)cc1 | 0.63
O=C(c1cc2ccccc2oc1=O)N1CCN(CCc2ccccc2)CC1 | 0.69
CC(C)(C)NC(=O)CSc1nnc(-c2ccco2)n1Cc1ccco1 | 0.78
CC(=O)N1CCN(c2ccc(OC[C@H]3CO[C@](Cn4ccnc4)(c4ccc(Cl)cc4Cl)O3)cc2)CC1 | -0.66
CC1(C)CC(NC(=O)c2coc(=O)c(Br)c2)CC(C)(C)N1 | 1.2
Cc1ccc(C)c(N2CCN(C(=O)C3CCCN(S(=O)(=O)c4cnc[nH]4)C3)CC2)c1 (stereo unspecified) | -0.25
CCOC(=O)N1CCC(NC(=O)CCC(=O)N2CCOc3ccccc32)CC1 | 0.0096
CCCCn1cnc2c1c(=O)[nH]c(=O)n2CCCC | 0.53
O=C(Oc1cc(=O)oc2ccccc12)c1ccccc1 | 0.61
CC(=O)/C(C(=N)N1CCN(c2cccc(Cl)c2)CC1)=C(\C)O | 0.64
Clc1ccc(CSc2nnc(-c3cccnc3)o2)cc1 | -1.2
C/C(=N/NC(=O)c1cc(Cl)ccc1O)C12CC3CC(CC(C3)C1)C2 | -0.23
CCc1nnc(NC=C2C(=O)OC(C)(C)OC2=O)s1 | -0.019
CCOc1ccccc1-n1c(SCC(N)=O)nnc1-c1ccccc1 | 0.9
COc1cccc(CNC(=O)C2CCCN(S(=O)(=O)c3c(C)n[nH]c3C)C2)c1 (stereo unspecified) | 1
O=C(CNC(=O)/C(=C\c1ccccc1)NC(=O)c1ccc(Br)cc1)OCc1ccccc1 | -6.6*
CN(C)CCNc1oc(-c2cccc(Cl)c2)nc1C#N | 0.26
Cc1occc1-c1nnc(SCC(=O)Nc2ccccc2)n1Cc1ccccc1 | -2.5
Cc1ccc2[nH]c(=O)c(C(c3nnnn3C3CCCC3)N(Cc3cccnc3)Cc3ccco3)cc2c1 (stereo unspecified) | -2.1
O=C(NCCc1ccccc1)c1ccc(OCCOc2ccccc2)cc1 | -0.58
Cc1ccc(CSc2nc3c(c(SCC(=O)O)n2)CCCC3)cc1 | -1.9
Cc1cc(C)n(-c2ccc3cccc(NS(C)(=O)=O)c3n2)n1 | 0.17
N#Cc1nc(N2CCCC2)nc(N2CCCC2)n1 | -0.88
CCc1ccc(/C=N/NC(=O)c2ccc(OC3CCCC3)cc2)s1 | -0.11
C=CCn1c(Br)nc2c1c(=O)[nH]c(=O)n2C | 0.23
Cc1nn(Cc2ccccc2)c(Cl)c1C(=O)OC1CCOC1=O (stereo unspecified) | 2.5
CCn1c(SCC(=O)NCC2CCCO2)nc2cc(S(=O)(=O)N3CCCCC3)ccc21 (stereo unspecified) | 1.6
Cc1cccc(Cc2c(C)nc3c(C(=O)NCc4ccco4)cnn3c2C)c1 | 0.083
CCOC(=O)NC(NCCc1ccccc1)(C(F)(F)F)C(F)(F)F | 0.058
Fc1ccc(-c2nnc(-c3ccc(Cl)cc3)o2)cc1 | -1.7
O=C(CCNS(=O)(=O)c1cccc2nonc12)NCc1cccs1 | 0.59
O=S(=O)(CCc1nc2ccccc2o1)c1ccc2ccccc2c1 | -1.8
N#CCSc1nnc(CNc2cccc(Cl)c2)o1 | -1.1
COc1cc(-c2ccc3oc(-c4ccsc4)c(C#CC4(O)CCCCC4)c3c2)cc(OC)c1OC | -0.12
O=C(O)CCS(=O)(=O)c1nc(-c2cccs2)cc(C(F)(F)F)n1 | 1.1
CCN1C(=O)CS/C1=N\c1nccs1 | 0.16
Cn1c(CN2CCN(CC#N)CC2)c(C#N)c2ccccc21 | 1
O=C1NC[C@H](Cc2ccccc2)N(CC2CCCCC2)C1=O | 0.48
O=S(=O)(CCn1cccc1)CCn1cccc1 | -1.6
CCOC(=O)CCc1c(C)c(C#N)c2nc3ccccc3n2c1-n1ccnc1 | -2
CCCC(=O)Nc1ccccc1NC(=O)C1CCCCC1 | 0.6
O=c1cc(CN2CCc3ccccc32)nc2sccn12 | 0.76
Cc1cc(Nc2ccccc2)nc(N)n1 | 0.97
Cc1cccc(NC(=S)NC(=O)c2cc(-c3ccccc3)nc3ccccc23)c1 | -0.68
FC(F)(F)c1nnc2c(Sc3ccccc3)nc3ccc(Cl)cc3n12 | 0.16
C(#Cc1ccc(C#CCN2CCCC2)cc1)CN1CCCC1 | 0.066
COCCn1nnnc1C(c1ccc2ncccc2c1)N1CCc2ccccc21 (stereo unspecified) | -0.11
COCCn1c(=O)[nH]c2cc(C(=O)NCCN3CCN(c4ccc(OC)cc4)CC3)ccc2c1=O | 1.6
COc1cc(O)c(C(CC(=O)N2CCOCC2)c2cc(OC)c(OC)c(OC)c2)c(OC)c1 (stereo unspecified) | 0.73
CCCNS(=O)(=O)c1ccc(CCC(=O)N2CCCCC2)cc1 | -0.2
Cc1nn(C2CCCCC2)c(N)c1-c1ccccc1 | -3.4*
COc1ccccc1NS(=O)(=O)c1cccs1 | 0.17
O=C(Nc1ccc(F)cc1)NC1CCN(Cc2nnnn2Cc2ccco2)CC1 | 0.87
CCCCNC(=O)c1onc(CSc2ccc(Cl)cc2)c1C(=O)O | -1.6
O=C(Nc1ccc(F)cc1)c1ccccc1CC[N+](=O)[O-] | 0.23
CCOC(=O)CN(C(=O)CNC(=O)c1cccs1)C(C(=O)NC1CCCCC1)c1cccs1 (stereo unspecified) | 0.73
O=C(Cn1nnc(-c2ccccc2-n2cnnn2)n1)c1ccccc1 | 1.1
O=C(CNC(=O)c1cccs1)NCC(=O)OCc1c(Cl)cccc1Cl | 0.021
Next part
SMILES | Cav32 inh
CC(CN(C)Cc1ccccc1)OC(=O)c1cccs1 (stereo unspecified) | -0.14
Cc1ccccc1C(=O)/C=C1\NC(=O)CS1 | 0.47
COc1ccc(N2C(C(C)=O)=NN(c3ccccc3)C2c2cccs2)cc1 (stereo unspecified) | -0.47
O=C1/C(=C/c2ccccc2)NC(=S)N1C(c1ccccc1)c1ccccc1 | -0.27
COc1ccc(O)c(-c2[nH]ncc2C(=O)c2ccccc2C)c1 | 0.49
O=C(Nc1c(F)cc(F)cc1Br)c1cccnc1 | 0.76
C=CCSc1nnc(-c2c[nH]c3ccccc23)n1CC | -0.1
COC(=O)C(O)(CC(=O)Nc1ccc(Cl)cc1Cl)C(F)(F)F (stereo unspecified) | -0.045
O=C1c2cccnc2C(=O)N1Cc1ccccc1 | -0.67
COc1cc2nc(C3CC3)n(NC(=O)c3ccc(Cl)cc3)c(=O)c2cc1OC | 0.024
CSc1ccccc1NC(=O)CN(C1CCCCC1)S(C)(=O)=O | 0.71
C/C(NCCN1CCOCC1)=C(\C#N)C(N)=O | 0.2
Cc1c(C(=O)NC2CC2)oc2ccc(S(=O)(=O)N3CCCCCC3)cc12 | -0.19
CC(C)(C)C(=O)Nc1sc2c(c1C#N)CCCCC2 | 0.017
N#CCCn1ncc2ccccc21 | 0.03
CC(C)CC(=O)n1sc(NC(=O)c2ccccc2)nc1=O | -0.84
O=C(ON=C1CCSCC1)c1ccccc1 | -0.35
Cc1ccc(-c2cc(=O)c3ccccc3[nH]2)cc1 | 0.93
CCCSCCCNC(=O)Cn1cc2c(n1)CCCCC2 | 1.4
COc1ccc(C(=O)Nc2cccc3cccnc23)cc1OC | -1.3
CCCCc1n[nH]c2c1/C(=N/O)CC(c1ccccc1)C2 (stereo unspecified) | 0.051
Cc1cnn(Cc2ccccc2)c1N | 0.57
COc1ccc(CCNC(=O)CN(C)S(=O)(=O)c2cccs2)cc1OC | -0.044
Cc1ccc(CNC(=O)CN2CCN(Cc3ccc(Cl)cc3)C2=O)cc1 | -1.5
CC(=O)n1cc(C2C(=O)CCCC2=O)c2ccccc21 | 0.55
COc1ccc(NC(=O)c2ccccc2NC(=O)NC2CCCCC2)cc1 | -0.78
COc1cccc(-n2nc(-c3ccnn3-c3ccc(F)cc3)c(=O)n(C)c2=O)c1 | -0.34
O=C(CCl)Nc1cccn2ncnc12 | -0.14
Cn1c(C(=O)NC2CCCCCC2)cc2c(=O)n(C)c3ccccc3c21 | -1.1
O=C(O[C@@H]1Cc2c(O)cc(O)cc2O[C@@H]1c1cc(O)c(O)c(O)c1)c1cc(O)c(O)c(O)c1 | 0.27
COc1ccc(NC(=S)NC(NC(=O)c2cccc(C)c2)C(Cl)(Cl)Cl)c([N+](=O)[O-])c1 (stereo unspecified) | -6.7*
O=C(NCCc1ccccc1)/C(=C\c1ccc([N+](=O)[O-])cc1)NC(=O)c1ccccc1 | 0.65
O=C1NCC(c2ccccc2)C1C(=O)N/N=C\c1ccc(-c2ccc(Cl)c(Cl)c2)o1 (stereo unspecified) | -3.3
CC1(C)SC(=S)N(NC(=O)Nc2ccccc2)C1N(O)C(=O)Nc1ccccc1 (stereo unspecified) | -3
Cc1ccc(S(=O)(=O)n2[nH]c(=O)cc2NC(=O)c2cccs2)cc1 | 0.38
C[C@@H](CO)NC(=O)c1ccc2c3n(nc2c1)-c1ccc(Cl)cc1CO3 | 0.48
CCN1C(=O)C2(C(C(=O)c3ccc(C)o3)=C(O)C(=O)N2CCCN2CCOCC2)c2ccccc21 (stereo unspecified) | 0.12
Cn1c(=O)c2cc(S(=O)(=O)NC(C(=O)NC3CCCCC3)c3ccccc3)ccc2n(C)c1=O (stereo unspecified) | 0.98
Cc1ccc(C(=O)NNC(=O)c2cc(OCC(F)(F)F)ccc2OCC(F)(F)F)cc1 | -1.2
CC(C)CC(=O)N[C@H](C(=O)N[C@H](C(=O)N[C@@H](CC(C)C)[C@@H](O)CC(=O)N[C@@H](C)C(=O)N[C@@H](CC(C)C)[C@@H](O)CC(=O)O)C(C)C)C(C)C | 0.13

Reprinted at random: 6 compounds from above
SMILES | Cav32 inh
CC(C)CC(=O)N[C@H](C(=O)N[C@H](C(=O)N[C@@H](CC(C)C)[C@@H](O)CC(=O)N[C@@H](C)C(=O)N[C@@H](CC(C)C)[C@@H](O)CC(=O)O)C(C)C)C(C)C | 0.13
COc1cccc(-n2nc(-c3ccnn3-c3ccc(F)cc3)c(=O)n(C)c2=O)c1 | -0.34
Cc1cnn(Cc2ccccc2)c1N | 0.57
Cc1ccc(S(=O)(=O)n2[nH]c(=O)cc2NC(=O)c2cccs2)cc1 | 0.38
Cn1c(C(=O)NC2CCCCCC2)cc2c(=O)n(C)c3ccccc3c21 | -1.1
Cc1ccc(C(=O)NNC(=O)c2cc(OCC(F)(F)F)ccc2OCC(F)(F)F)cc1 | -1.2

Next results follow.
SMILES | Cav32 inh
CCCC(=O)NC(c1ccco1)c1cc(Cl)c2cccnc2c1O (stereo unspecified) | -2.5
COc1cc(OC)cc(C(=O)N2CCN(c3ncccn3)CC2)c1 | 0.013
CC(C)(C)NC(=O)C(c1ccncc1)N(C(=O)Cn1nnc(-c2cccs2)n1)C1CCCCC1 (stereo unspecified) | 0.8
CCCCc1nc2n[nH]c(N)c2c2c1CCC2 | -0.01
CCc1ccc(CN2CC(C(=O)O)CC2=O)cc1 (stereo unspecified) | 0.64
Cc1cc(/C=N/n2cnnc2)c(C)n1-c1cccc(C(=O)O)c1 | -0.99
O=C(NCCSCc1c(F)cccc1Cl)c1ccco1 | -0.37
O=C(Nc1ccc(Cl)cc1C(=O)NCc1cccnc1)c1ccco1 | -0.21
O=C(c1cnccn1)N1CCc2ccccc21 | 0.6
